# RORgamma inh = inhibitors of mouse ROR gamma transcriptional activity | 5.4% of 310,000 active | P51450 | Potency, µM (highest dose often 53.6 µM), for the others: at the top dose activity change, negative = inhibition, hits mostly inhibitors | Drosophila S2 Gal4-RORgamma UAS-luciferase reporter, 20 h; also: potency is read from the fitted curve at half-maximal effect; % is scaled to controls: 0 for no effect and ±100 for the full control effect; nearly all actives have a fitted effect of over 60% in size
#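 Using a luciferase readout, inhibitors were identified by reduced reporter activity in Drosophila cells coexpressing a copper-inducible Gal4–ROR gamma fusion and UAS-driven Photinus luciferase, incubated 20 hr after 700 uM copper sulfate.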
# FLuc modulator = firefly luciferase modulation, counter-screen for miR-21 project; purified FLuc, Km substrates, luminescence inhibition; Potency, µM (series often up to 57.5 µM), for the others: top-dose activity change, negative = inhibition, hits mostly inhibitors; 6.9% of 360,000 active;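 also: potency is read from the fitted curve at half-maximal effect; plate controls were vehicle for no effect and reference inhibitor for full effect; nearly all actives have a fitted effect of over 55% in size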
# Target sequence (P08659 whole entry, looked up): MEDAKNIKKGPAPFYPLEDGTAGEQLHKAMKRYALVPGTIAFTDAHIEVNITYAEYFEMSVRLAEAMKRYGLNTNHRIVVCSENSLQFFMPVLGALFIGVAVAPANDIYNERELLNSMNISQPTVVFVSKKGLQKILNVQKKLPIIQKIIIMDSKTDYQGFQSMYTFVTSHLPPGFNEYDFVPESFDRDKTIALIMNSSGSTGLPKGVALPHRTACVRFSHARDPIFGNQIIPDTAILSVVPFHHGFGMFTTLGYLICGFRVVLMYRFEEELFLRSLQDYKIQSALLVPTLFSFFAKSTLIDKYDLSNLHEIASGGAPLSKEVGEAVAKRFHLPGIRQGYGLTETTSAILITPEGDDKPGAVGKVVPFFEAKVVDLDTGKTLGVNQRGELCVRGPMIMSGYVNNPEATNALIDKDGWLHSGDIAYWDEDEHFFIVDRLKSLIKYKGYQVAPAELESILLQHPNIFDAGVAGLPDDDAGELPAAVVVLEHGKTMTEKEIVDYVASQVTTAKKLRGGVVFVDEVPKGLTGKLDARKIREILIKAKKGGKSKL
#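 Purified P. pyralis luciferase (10nM final) with 10uM D-luciferin and 10uM ATP (Km levels) in 50mM Tris acetate pH 7.5, 10mM Mg acetate, 0.01% Tween-20, 0.05% BSA; qHTS 6-point titration, ~60 µM downward; luminescence read.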
# ELG1 DNA repair = inhibitors of ELG1-dependent DNA repair in HEK293T cells; HEK293T ELG1-luciferase reporter, luminescence, 16 h; DNA damage induced by 5-fluorouridine; Potency, µM (titrated, usually from 46.1 µM), inactives show top-dose activity change, negative = inhibition, most hits filed as inhibitors; 2.3% of 330,000 active; also: potency is read from the fitted curve at half-maximal effect; % is scaled to controls: 0 for no effect and ±100 for the full control effect; nearly all actives have a fitted effect of over 55% in size
#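 Cells (2,000 per well) received 5-fluorouridine plus test compound or DMSO and were incubated 16 hr at 37 °C, 5% CO2. Luciferase activity was read by luminescence 30 min after ONE-Glo addition; signal suppression marked inhibition of damage-induced ELG1 function.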
# BRCA1 expr up = BRCA1 expression activation | MCF7-BRCA1-FFLuc reporter, luminescence, 48 h; response scale: scaled: vehicle 0%, 10 µM genistein 100% | Potency, µM (doses to about 46.1 µM), inactives show top-dose activation, hits mostly activators | 1.1% of 380,000 active; also: potency is read from the fitted curve at half-maximal effect; nearly all actives have a fitted effect of over 80% in size; some results filed as inactive show a strong effect at the top dose
#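 48 h compound treatment of MCF7-BRCA1-FFLuc cells (phenol-red free MEM, 37 °C), then 15 min with luciferase substrate and luminescence imaging.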
# ELG1 genotox = inducers of genotoxicity in HEK293T ELG1-luciferase cells | HEK293T ELG1-luciferase reporter, luminescence, 16 h | Potency, µM (series often up to 46 µM), for the others: at the highest dose activity change, positive = activation, most hits filed as activators | 1.3% of 330,000 active | AID 504466; also: potency is read from the fitted curve at half-maximal effect; % of control where 0% means no effect; nearly all actives have a fitted effect of over 60% in size
#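 After overnight (16 hr) compound treatment at 37 °C, ELG1-luciferase HEK293T cells were lysed with ONE-Glo; luminescence quantified 30 min later at room temperature.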
# TRPV1 agonist = agonists of human vanilloid receptor 1 (TRPV1); activation, % at 8.33 µM; 0.19% of 320,000 active; TRPV1-expressing cells, Fluo-8 calcium influx, agonist mode; in the data active = activation above about 80%; inconclusive = between about 30% and that limit; also: 0% is about no effect
#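 Cells expressing TRPV1 were dye-loaded with Fluo-8 and read kinetically: 10 s baseline, 3 min after compound (agonist portion), then 2 min after EC20 capsaicin (allosteric enhancer portion). Calcium-bound dye fluorescence at 480/520 nm.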
# Gal4-VP16 FLuc = inhibits Gal4-VP16 luciferase reporter, ROR gamma counter-screen. Drosophila S2 Gal4-VP16 UAS-luciferase, luminescence, 20 h. AID 2546. Potency, µM (top dose mostly 53.6 µM), without a hit: at the top dose activity, negative = inhibition, hits mostly inhibitors. 3.5% of 310,000 active;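 also: Gal4-VP16 expression switched on by copper sulfate through the metallothionein promoter; potency is read from the fitted curve at half-maximal effect; % is scaled to controls: 0 for no effect and ±100 for the full control effect; nearly all actives have a fitted effect of over 50% in size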
# Rab9 promoter act = activates the Rab9 promoter; Potency, µM (highest dose often 9.22 µM), for inactives: top-dose activation, negative = inhibition, most hits filed as activators; Huh7 Rab9 promoter-luciferase reporter, luminescence, 24 h; 2.8% of 320,000 active; also: potency is read from the fitted curve at half-maximal effect; % of control where 0% means no effect; nearly all actives have a fitted effect of over 60% in size
#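 Using Huh7 cells stably transfected with Rab9 promoter–luciferase, compounds were incubated 24 h at 37 °C, 5% CO2; luciferase luminescence was read 10 min after reagent addition.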
# Tb PFK block = T. brucei PFK enzyme inhibition; T. brucei PFK, ADP-Glo luminescence; 0.17% of 330,000 active; Potency, µM (series often up to 57.5 µM), for the others: top-dose activity, negative = inhibition, actives largely listed as inhibitors;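 also: potency is read from the fitted curve at half-maximal effect; 0% = uninhibited 1x PFK enzyme wells and -100% = no-enzyme wells; nearly all actives have a fitted effect of over 60% in size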
# Target sequence (O15648 whole entry, looked up): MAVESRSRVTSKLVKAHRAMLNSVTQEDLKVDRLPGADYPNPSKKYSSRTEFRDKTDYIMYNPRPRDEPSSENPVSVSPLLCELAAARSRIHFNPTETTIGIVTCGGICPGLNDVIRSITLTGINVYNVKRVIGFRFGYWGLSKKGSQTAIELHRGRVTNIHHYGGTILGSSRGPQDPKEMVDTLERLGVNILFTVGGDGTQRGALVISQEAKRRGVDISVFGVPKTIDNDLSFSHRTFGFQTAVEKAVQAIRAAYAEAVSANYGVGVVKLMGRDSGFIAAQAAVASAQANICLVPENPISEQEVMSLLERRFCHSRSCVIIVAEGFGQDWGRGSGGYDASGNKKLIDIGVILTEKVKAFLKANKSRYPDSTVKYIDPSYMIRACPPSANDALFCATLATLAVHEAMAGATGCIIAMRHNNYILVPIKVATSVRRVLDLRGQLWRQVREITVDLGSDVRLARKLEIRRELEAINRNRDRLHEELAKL
#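 Luminescent ADP detection (ADP-Glo, two-step: ATP depletion then ADP-to-ATP conversion for luciferase) reported PFK activity after 45 min room-temperature reaction of 1.25 nM enzyme with 0.5 mM F6P and 0.1 mM ATP at pH 8.0.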
# NPC1 prom act = NPC1 promoter activation. Huh7 NPC1 promoter luciferase reporter, 24 h. Potency, µM (doses to about 9.22 µM), for inactives: at the top dose activation, actives largely listed as activators. 2.4% of 320,000 active. AID 485313;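 also: potency is read from the fitted curve at half-maximal effect; % of control where 0% means no effect; nearly all actives have a fitted effect of over 60% in size; reporter is driven by a mutant NPC1 promoter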
#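 Luminescence from an NPC1 promoter-driven luciferase reporter in stably transfected Huh7 cells was measured after 24 h compound treatment at 37 °C, followed by 10 min ambient incubation with luciferase detection reagent.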
# p53 reactivation = restores transcriptional activity of mutant p53 | H1299 p53-A138V BP100-luciferase reporter, luminescence, 24 h | Potency, µM (doses to about 92.2 µM), inactives show top-dose activity change, positive = activation, most hits filed as activators | 0.063% of 320,000 active | AID 504706; also: potency is read from the fitted curve at half-maximal effect; % of control where 0% means no effect; nearly all actives have a fitted effect of over 45% in size
#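 H1299 (p53-null), stable ts p53-A138V + BP100-Luc; 1000 cells/well, Opti-MEM/10% FBS; cpd 4 pt, 1:5; 24 h, 37 deg C, 5% CO2; detection reagent 10 min RT; luminescence.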
# Active calls of the source: *; ? = inconclusive; . = no result given; [ ] = another dose, or the depositor's remark. Unless noted, calls follow the shape of the dose curve; as a rule, active = well fitted curve in the direction sought with a large enough effect; inconclusive = small, poorly fitted or top-dose-only effect, or another doubt; inactive = no such curve, though single readings can be large; an effect the other way counts as inactive or inconclusive.
# Values in the order: RORgamma inh | FLuc modulator | ELG1 DNA repair | BRCA1 expr up | ELG1 genotox | TRPV1 agonist | Gal4-VP16 FLuc | Rab9 promoter act | Tb PFK block | NPC1 prom act | p53 reactivation
O=C(Nc1cc(-c2nn(CC(=O)N3CCCCC3)c(=O)c3ccccc23)ccc1N1CCOCC1)c1ccc(Cl)cc1
    12% | 1% | -20% | -1% | -1% | -1 | 1% | 2% | 0% | -2% | 2%
O=C(Cc1cccs1)Nc1ccccn1
    28% | 1% | 26% | 14% | ? | 2 | 17% | -4% | -13% | -5% | -5%
COc1ccc(NC(=O)CSc2nc(N)cc(N)n2)cc1S(=O)(=O)N1CCCCC1
    . | 1% | 9% | 9% | 1% | 0 | . | -6% | -8% | -5% | -1%
O=C(CSc1ccc(F)cc1)Nc1nnc(-c2ccco2)o1
    . | 7% | 24% | -14% | 0% | 0 | . | -3% | -10% | -1% | -7%
COc1ccc(CCN(C)C(=S)Nc2cccc(C)c2)cc1OC
    ? | 2% | -6% | -5% | 0% | -1 | 1% | -5% | -1% | 2% | -3%
COc1cc(C)ccc1NC(=O)c1ccc(S(=O)(=O)N2CCOCC2)cc1
    31% | 1% | -8% | 2% | 1% | 14 | 0% | -2% | -3% | 1% | -1%
Cn1c(CC(=O)Nc2ccccc2)nnc1SCC(=O)Nc1ccc(N2CCOCC2)cc1
    -21% | 12µM* | ? | 32% | ? | 0 | 8% | 15% | -4% | 21% | 14%
COc1ccc(NC(=S)NCCc2ccccc2)c(C)c1
    6.3µM* | 1% | -24% | 2% | -2% | 7 | 4µM* | 1% | -2% | 0% | -7%
O=C(COC(=O)c1cc(Br)ccc1O)NNC(=O)c1cccs1
    . | -15% | 4% | -16% | 3% | 1 | . | 1% | 0% | -3% | 3%
CC(C)Cc1nc(SCC(=O)N2CCCC2)c2c(=O)n(C)c(=O)n(C)c2n1
    -19% | 3% | -1% | -5% | 0% | 1 | -7% | 3% | -10% | 0% | 0%
CCOC(=O)c1oc2ccc(Br)cc2c1CSc1nnc(C)s1
    -14% | 1% | -7% | 21% | -1% | 17 | 0% | -6% | 3% | -3% | -25%
NS(=O)(=O)c1cccc(NC(=O)CCC(=O)c2cccs2)c1
    8% | -12% | ? | 39% | 12% | -1 | -1% | -3%[1.84 µM] | -2% | -5% | 7%
O=C1CCCC/C1=C/NCc1ccccc1
    -1% | -16% | ? | 16% | 7% | -2 | 3% | 0% | 2% | -4% | 7%
CCN(CC)c1ccc(C=C2C(=O)OC(c3ccccc3)OC2=O)cc1 (centres undefined)
    -15% | 12µM* | ? | 23% | -9% | -2 | 8% | -1% | -8% | -2% | -1%
Cc1occc1-c1nnc(SCC(=O)Nc2ccccc2)n1CCc1ccccc1
    ? | 0% | -8% | -9% | -22% | ? | 2% | -14% | 5% | 1% | -17%
CCCCCCc1nc2ccccc2c(=O)n1NC(=O)c1c(O)c2c(n(CC(C)C)c1=O)CCCC2
    -13% | 3% | 9% | -1% | -2% | -4 | -2% | -14% | 9% | -11% | 3%
CC(=O)Nc1cccc(/C(C)=N/N2C(C)CCCC2C)c1 (centres undefined)
    1% | 1% | -1% | 0% | 1% | 29 | -8% | 3% | -13% | -2% | -2%
CCOC(=O)c1cnn(-c2nc(SC)nc3sc4c(c23)CCCC4)c1N
    2% | -2% | -3% | -69% | 0% | 25 | 11% | 4% | 1% | 0% | 5%
COc1ccccc1N1CCN(CCc2n[nH]c(=S)n2-c2ccccc2)CC1
    ? | -5% | 3% | -16% | -3% | 4 | 0% | -1% | -18% | -5% | -5%
COc1ccccc1NS(=O)(=O)c1cc(NC(=O)C2=NNC(=O)CC2)ccc1C
    . | -1% | 6% | -13% | 0% | 2 | . | -4% | 5% | -2% | -6%
COc1ccc(S(=O)(=O)N2CCN(c3ccccc3)CC2)cc1
    14% | -2% | 2% | -7% | -3% | 1 | -13% | -1% | -1% | -1% | -1%
Cc1ccc(CN2CCN(Cc3ccc(C)s3)CC2CCO)cc1 (centres undefined)
    -17% | 0% | -1% | -13% | 1% | 6 | -2% | -1% | -1% | -2% | -1%
CCOC(=O)c1c(NC(=O)COC(=O)/C=C/c2ccccc2)sc(C(=O)NC)c1C
    . | 9% | 5% | -10% | -1% | 3 | . | -1% | 8% | -12% | -1%
CCO[C@H]1OC(C(N)=O)=C[C@@H](c2ccc(Br)cc2)[C@@H]1CCCO
    30% | 1% | 13% | 34% | 6% | 3 | -8% | -1% | -3% | 6% | -7%
CCOC(=O)NC(=O)/C(C#N)=C\c1ccccc1
    0% | -8% | 3% | -8% | 1% | -1 | 11% | 0% | -1% | -2% | 0%
CC(C)Oc1ccc(C(CC(=O)O)NC(=O)C(Sc2ccccc2)c2ccccc2)cc1 (centres undefined)
    24% | ? | 4% | -2% | -1% | -1 | 0% | -2% | -3% | 2% | 0%
COc1ccc(C2N(C(=O)CN3CCCC3)CCCN2S(=O)(=O)c2ccccc2)cc1 (centres undefined)
    -2% | 0% | 19% | -18% | 0% | -2 | 0% | 2% | 5% | 18% | 1%
Cc1ccc(C(=O)NNC(=O)C(C)Oc2ccc3ccccc3c2)o1 (centres undefined)
    . | 2% | -1% | -14% | 1% | 1 | . | -2% | 0% | -1% | -1%
Cc1nc(SCC(=O)NC2CCS(=O)(=O)C2)c2c3c(sc2n1)CCC3 (centres undefined)
    . | . | -14% | -9% | 3% | . | . | . | -3% | . | -14%
N#Cc1ccc(CN2CCN(C(=O)CNC(=O)Cc3cccc4ccccc34)CC2)cc1
    . | 2% | -9% | -23% | -2% | 1 | . | -32%[inhibitor] | 10% | -20% | -2%
Cc1cc(OC(C(=O)O)c2ccccc2)c2c(C)c(Cc3ccccc3)c(=O)oc2c1 (centres undefined)
    38% | ? | -19% | -22% | -4% | 3 | -7% | -5% | -17% | -9% | -6%
CN(NS(=O)(=O)c1ccccc1)c1nc2ccccc2nc1C(F)(F)F
    -19% | 0% | -6% | -13% | -6% | 5 | 7% | -2% | 1% | -2% | -4%
Fc1ccccc1/C=N/n1c(C2CCCCC2)n[nH]c1=S
    11µM* | 6% | 19% | 3% | 5% | 11 | ? | 0% | -19% | 1% | 2%
CNC(=S)NC(CC(=O)OC)c1ccc2c(c1)OCO2 (centres undefined)
    -29% | -2% | 7% | 0% | 0% | -2 | 5% | -11% | -4% | -4% | 2%
COC(=O)C1=C(C)Nc2ncnn2C1c1cccnc1 (centres undefined)
    9% | 1% | 8% | -1% | 0% | 1 | -26% | 0% | 2% | -2% | -3%
CC(Sc1ncccn1)C(=O)Nc1ccc2c(c1)OCCO2 (centres undefined)
    . | -20% | ? | 9% | 7% | 2 | . | 17% | 0% | 2% | 15%
CCOC(=O)c1cc(-c2ccccc2)n(CCC(=O)NC(C)CC)c1C (centres undefined)
    ? | 7% | ? | 1% | 1% | ? | 3% | -1% | 2% | -3% | -10%
O=C(Cn1c2ccccc2c2nc3n(c(=O)c21)CCS3)Nc1ccccc1C(F)(F)F
    -2% | 7% | -9% | 0% | 10% | -1 | 10% | 2% | 3% | -2% | 0%
C[C@H](CO)N1C[C@H](C)[C@@H](CN(C)S(=O)(=O)c2cccs2)Oc2ccc(NS(=O)(=O)c3ccc(F)cc3)cc2C1=O
    . | . | 6.5µM* | -7% | 1% | . | . | . | -3% | . | 5%
O=C(CSc1ccc(F)cc1)Nc1ccccc1N1CCOCC1
    7% | 4% | 4% | -4% | -3% | 13 | 7% | -4% | -6% | -6% | 0%
CC(CN1CCC(n2nccc2NC(=O)CCCc2ccccc2)CC1)c1ccccc1 (centres undefined)
    -25% | 7% | -27% | -1% | -7% | 5 | 1% | 0% | 2% | -1% | 20%
Cc1c(NS(=O)(=O)c2cccc(C(=O)NCc3ccccc3Cl)c2)c(=O)n(-c2ccccc2)n1C
    . | 0% | 3% | -14% | -1% | 1 | . | 1% | 0% | -1% | 8%
Cc1c(C#N)c2ncnc(-c3ccccc3)c2n1-c1ccccc1
    -19% | -1% | -6% | -11% | -10% | 2 | ? | -4% | -6% | 1% | -7%
Cc1c(Cl)c([N+](=O)[O-])nn1Cc1ccc(C(=O)N/N=C\c2ccccn2)o1
    -35% | ? | -10% | -18% | 0% | 14 | 2% | -3% | -14% | -3% | -2%
CCOc1ccccc1OCC(=O)Nc1ccc(S(=O)(=O)Nc2ncccn2)cc1
    -22% | 1% | ? | -9% | 3% | -2 | -2% | -3% | 3% | -2% | -5%
O=C1CCC(C(=O)Nc2cccc(C(F)(F)F)c2)N1 (centres undefined)
    -22% | 0% | 4% | -4% | 2% | . | -1% | -5% | -5% | -3% | -3%
Cc1ccc(C(=O)N2CCC3(CC2)NCCc2[nH]cnc23)cc1
    2% | 1% | 14% | -12% | 0% | 1 | -1% | 0% | -8% | -5% | -5%

# Screening data (PubChem)
